PP5 primary – PP5 phosphatase inhibitors, primary screen, biochemical, fluorescence | AID 1987, 2009 | inhibition, % at 6.7 µM | Serine/threonine-protein phosphatase 5 (Homo sapiens), P53041 | hit rate 0.18% among 320,000 | purified PP5c, OMFP substrate fluorescence;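 active = inhibition above the campaign's mean inhibition across all tested compounds plus 3 SD, cut at about 9.5% in these data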;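 note: 0% = DMSO only and 100% = 100 µM cantharidin control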
Target sequence (P53041 whole entry, looked up): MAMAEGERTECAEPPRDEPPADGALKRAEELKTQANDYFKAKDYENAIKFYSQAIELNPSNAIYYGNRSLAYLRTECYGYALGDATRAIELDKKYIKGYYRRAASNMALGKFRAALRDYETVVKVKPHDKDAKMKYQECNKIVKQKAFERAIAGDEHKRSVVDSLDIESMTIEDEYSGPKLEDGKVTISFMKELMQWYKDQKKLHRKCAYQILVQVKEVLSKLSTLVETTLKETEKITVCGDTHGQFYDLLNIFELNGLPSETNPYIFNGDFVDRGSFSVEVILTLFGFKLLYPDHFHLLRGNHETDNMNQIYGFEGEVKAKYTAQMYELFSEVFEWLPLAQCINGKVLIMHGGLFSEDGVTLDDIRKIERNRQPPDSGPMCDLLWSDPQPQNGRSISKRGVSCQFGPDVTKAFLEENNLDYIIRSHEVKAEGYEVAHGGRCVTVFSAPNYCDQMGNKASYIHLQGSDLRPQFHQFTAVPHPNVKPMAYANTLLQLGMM
HCV core dimer – inhibitors of HCV core protein dimerization, primary screen, biochemical, TR-FRET, high-throughput; inhibition, % at 5 µM; TR-FRET GST/Flag-core106 dimerization, 1536-well; hit rate 0.33% among 300,000; AID 1899, 2009;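 active = inhibition above the mean of all tested compounds plus 3 SD, set per screening campaign, cut at about 45% in these data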
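Assay system: tagged HCV core106 pair (GST and Flag); medium: KF-containing HEPES buffer, pH 7.45, DTT, CHAPS, BSA; also added: Eu donor and XL665 acceptor anti-tag antibodies; dosing: 5 µM single dose; timing: compound-protein-antibody incubation 4 h at 22.5 °C; signal: TR-FRET 671 and 617 nm emission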
TPT1 inh – Candida albicans TPT1 enzyme inhibitors, primary screen, biochemical, fluorescence polarization; recombinant caTPT1, FP RNA substrate dephosphorylation; inhibition, % at 5 µM; hit rate 0.81% among 300,000;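 active = inhibition above the mean of all tested compounds plus 3 SD, set per screening campaign, cut at about 24% in these data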;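 note: plate controls were DMSO alone for no effect and ferristatin control at 100 nM for full effect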
ZTA DNA inh – blocks Epstein-Barr virus ZTA, an EBNA-1 counter-screen; P03206; ZTA-DNA binding, fluorescence polarization; inhibition, % at 11 µM; hit rate 0.15% among 320,000; in the data active = inhibition above about 33%
Target sequence (P03206 whole entry, looked up): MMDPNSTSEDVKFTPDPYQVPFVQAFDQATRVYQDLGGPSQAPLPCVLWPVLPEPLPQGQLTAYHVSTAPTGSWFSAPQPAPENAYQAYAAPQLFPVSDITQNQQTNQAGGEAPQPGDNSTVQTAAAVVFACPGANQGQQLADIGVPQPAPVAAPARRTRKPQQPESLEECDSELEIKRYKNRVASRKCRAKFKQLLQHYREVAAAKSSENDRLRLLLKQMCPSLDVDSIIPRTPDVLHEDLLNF
PP1 inh – PP1-alpha phosphatase inhibitors, primary screen, counter-screen for PP5 inhibitor project, biochemical, fluorescence, OMFP substrate, single point; Serine/threonine-protein phosphatase PP1-alpha catalytic subunit (Homo sapiens), P62136; hit rate 0.9% among 320,000; AID 2235, 2010; inhibition, % at 6.7 µM; purified PP1alpha;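 active = inhibition above the mean inhibition of all tested compounds plus 3 SD, computed separately for each screening campaign, cut at about 15% in these data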
Target sequence (P62136 whole entry, looked up): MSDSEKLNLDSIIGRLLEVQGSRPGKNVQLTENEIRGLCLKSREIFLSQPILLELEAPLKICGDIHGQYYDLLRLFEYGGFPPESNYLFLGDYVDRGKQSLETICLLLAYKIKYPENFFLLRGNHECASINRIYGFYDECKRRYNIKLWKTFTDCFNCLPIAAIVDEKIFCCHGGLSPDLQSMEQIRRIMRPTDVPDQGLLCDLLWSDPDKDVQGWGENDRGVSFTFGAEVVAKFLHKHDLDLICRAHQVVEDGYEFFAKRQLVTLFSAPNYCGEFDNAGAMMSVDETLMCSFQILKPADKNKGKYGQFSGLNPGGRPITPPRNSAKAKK
PREPL inhibitor – PREPL enzyme inhibitors, primary screen, biochemical, fluorescence polarization | hit rate 0.68% among 320,000 | recombinant PREPL, fluorescence polarization activity-based probe | Prolyl endopeptidase-like (Homo sapiens), Q4J6C6 | inhibition, % at 5.96 µM; in the data active = inhibition above about 43%;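 note: 0% = enzyme with DMSO and 100% = wells lacking enzyme; many of its hits are not listed in these tables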
Efflux pump mplx – inhibitors of Candida efflux pumps in yeast, primary screen, S. cerevisiae, Nile Red, multiplex; S. cerevisiae Candida pump triplex; inhibition, % at 10 µM; hit rate 0.44% among 330,000;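 active = plate passing quality check with inhibition over a set limit, or well fluorescence over plate mean plus 4 SD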;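 note: Nile Red retained in pooled yeast measured as flow cytometry median fluorescence; 0% = buffer negative control and 100% = Enniatin B positive control; higher means more Nile Red kept so more efflux inhibition; some compounds called inactive have numbers as strong as hits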
CTSL1 counter – Fasciola hepatica cathepsin L1 inhibitors, primary screen, counter-screen for PFM18AAP inhibitor project, biochemical, QFRET, fluorogenic peptide substrate. recombinant F. hepatica cathepsin L1, Z-Leu-Arg-MCA fluorescence. inhibition, % at 5.96 µM. hit rate 0.49% among 300,000;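 active = inhibition above the mean of all tested compounds plus 3 SD, set per screening campaign, cut at about 17% in these data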;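 note: 0% = plate median of test compound wells and 100% = 1 µM Z-Phe-Ala-diazomethylketone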
EBNA-1 inhibitor – EBNA-1 DNA-binding inhibitors, primary screen, biochemical, fluorescence polarization; hit rate 0.34% among 300,000; inhibition, % at 14.8 µM; in the data active = inhibition above about 28%
* marks the source's active call; other numbers are inactive results; x = no result given. Not all compounds are listed; rates above refer to the full screens.

item	canonical_smiles	PP5 primary	HCV core dimer	TPT1 inh	ZTA DNA inh	PP1 inh	PREPL inhibitor	Efflux pump mplx	CTSL1 counter	EBNA-1 inhibitor
1	Cc1ccccc1CN1C[C@@H]2C[C@@H](c3cn[nH]c3-c3ccccc3)N3CCC[C@@]23C1=O	1.6	10	-4	7	0	14	0.0	2	3
2	O=C(NCc1ccccc1F)C(c1ccccc1)c1ccccc1	0.2	2	2	5	0	-12	-0.2	0	3
3	Cc1cc(=O)n2nc(N3CCC(C(=O)NCc4ccccc4Cl)CC3)sc2n1	0.0	4	0	4	2	26	0.1	-1	-1
4	COc1ccc(C(=O)CN2CCN(S(=O)(=O)c3cccc([N+](=O)[O-])c3)CC2)cc1	0.2	3	4	4	-2	1	-0.1	9	13
5	CCSc1nnc(NC(=O)/C=C/c2ccco2)s1	-0.5	7	-1	6	5	-1	0.1	1	9
6	Cc1ccc(-c2c[n+](CC(=O)Nc3ccccc3C)c3n2CCC3)cc1	1.2	0	-3	-17	-5	-16	0.0	1	-7
7	CC1=CC(C)(C)NC(=S)N1c1cc(C)cc(C)c1	-0.9	3	-1	16	-5	-3	-0.1	-1	5
8	O=C(CNC(=O)c1ccco1)NC1CCCCCC1	-2.8	4	2	6	-1	2	0.0	5	-5
9	COc1ccc(C(=O)NC(=S)Nc2ccc(N3CCOCC3)c(Cl)c2)cc1[N+](=O)[O-]	2.1	6	-5	-7	-2	12	-1.4	-3	4
10	CCC(C)n1nccc1NC(=O)C(C)Cl (stereo not drawn)	0.9	-8	0	-5	-4	14	0.7	-1	-8
11	CCN(CC)C(=O)CSc1nnc(-c2ccccn2)n1-c1ccc(C)c(C)c1	0.7	-3	-8	-5	-4	5	0.0	0	6
12	CCCCCC/C(=N/O)c1ccccn1	1.6	-11	-3	-5	9	16	0.0	1	0

From no. 1 up to 3, as listed above:
item	canonical_smiles	PP5 primary	HCV core dimer	TPT1 inh	ZTA DNA inh	PP1 inh	PREPL inhibitor	Efflux pump mplx	CTSL1 counter	EBNA-1 inhibitor
1	Cc1ccccc1CN1C[C@@H]2C[C@@H](c3cn[nH]c3-c3ccccc3)N3CCC[C@@]23C1=O	1.6	10	-4	7	0	14	0.0	2	3
2	O=C(NCc1ccccc1F)C(c1ccccc1)c1ccccc1	0.2	2	2	5	0	-12	-0.2	0	3
3	Cc1cc(=O)n2nc(N3CCC(C(=O)NCc4ccccc4Cl)CC3)sc2n1	0.0	4	0	4	2	26	0.1	-1	-1

Continuation.
item	canonical_smiles	PP5 primary	HCV core dimer	TPT1 inh	ZTA DNA inh	PP1 inh	PREPL inhibitor	Efflux pump mplx	CTSL1 counter	EBNA-1 inhibitor
13	O=C(Cn1ncn2c(cc3ccccc32)c1=O)NCc1ccco1	2.5	20	-1	7	5	1	-0.1	-2	9
14	O=C(CSc1nncc(=O)[nH]1)Nc1cccc([N+](=O)[O-])c1	0.3	-20	-6	8	5	22	-0.1	13	6
15	O=C(CN1CCN(S(=O)(=O)N2CCOCC2)CC1)Nc1ccc(Cl)c(Cl)c1	2.9	-8	1	-8	-2	10	0.1	1	-11
16	CCN1CCN(C(=O)c2ccc3c(c2)c(C)c(C)n3Cc2ccccc2)CC1	2.5	1	2	4	12	21	0.1	0	4
17	O=C1CSC(c2ccccc2F)N1 (stereo not drawn)	0.9	-2	1	-23	-4	7	0.0	-6	-2
18	CC(=O)Nc1ccc(NCC(O)COc2ccccc2)cc1 (stereo not drawn)	4.1	-11	0	2	1	17	0.0	-3	-7
19	CCC(C)NC(=O)c1ccccc1NC(=O)CN(c1ccc(OC)cc1)S(C)(=O)=O (stereo not drawn)	0.3	6	-1	-1	-2	5	0.0	-1	3
20	CCOC(=O)C1=C(CC)Nc2ccccc2N=C1NC(=O)c1oc2ccccc2c1C	4.0	9	1	7	3	11	-0.3	3	-6
21	COc1cc(C(=O)Nc2ccc(C(C)=O)cc2)c(Br)c(OC)c1OC	1.0	-1	0	1	-3	-3	0.0	3	0
22	Cn1ccnc1SCCC#N	0.7	-5	-1	-3	5	17	-0.1	6	6
23	Cc1cc(C)c(NC(=O)NC(=O)C(Cl)(Cl)Cl)c(C)c1	-0.7	1	-2	1	-4	2	-0.1	6	-4
24	NC(=O)Cn1c(=O)n(-c2ccccc2)c(=O)c2oc3ccccc3c21	-3.0	-1	2	7	-1	-7	0.0	-3	-1
25	O=C(N/N=C/C(Br)=C\c1ccccc1)c1ccc2nc[nH]c2c1	-0.1	-8	0	-6	3	8	-0.4	3	9
26	O=C(NNC(=S)Nc1ccccc1)c1ccncc1	0.7	5	-4	-5	-1	5	0.0	2	4
27	COc1cc(/C=C(/C#N)C(=O)Nc2ccc(C)cc2)ccc1Oc1nc(Cl)ncc1F	4.7	10	2	1	1	1	-0.3	-1	-13
28	CC(=O)c1ccc(N2CCN(C(=O)c3ccc(-c4ccccc4)cc3)CC2)cc1	2.6	19	2	9	8	12	0.0	1	10
29	CCOc1ncccc1C(=O)OCC(=O)N1c2ccccc2CC1C (stereo not drawn)	0.4	x	x	6	-3	-6	0.1	x	x
30	CS(=O)(=O)c1ccc2nc(NC(=O)c3cc4ccccc4o3)sc2c1	1.2	9	-4	15	-5	7	0.3	9	2
31	Cc1cc2cc(CNC(=S)Nc3ccc(OC(F)F)cc3)ccc2n1C	1.4	-93	-2	-6	5	38	0.2	4	-11
32	COC(=O)c1cc2oc(C)cc2n1CC(=O)Nc1cc(C)cc(C)c1	2.7	3	1	7	-1	12	0.2	-1	-4
33	CCOc1ccc(Br)cc1S(=O)(=O)NC1CCCC1	3.4	x	x	3	0	2	-0.2	x	x
34	COc1ccc(N2CCN(C(=O)c3cccs3)CC2)cc1	3.4	-5	-4	-23	2	-3	-0.2	0	-8
35	CCOc1cccc(CNc2nnnn2C)c1	0.5	-1	-1	13	-6	-7	0.0	1	-7
36	Cc1ccc(/C=N/NC(=O)CNC(=O)COc2ccccc2)cc1	-0.2	3	2	2	-1	0	-0.1	-4	2
37	COc1ccc(N(CC(=O)NCCSC(C)(C)C)S(C)(=O)=O)c(OC)c1	0.1	-1	-1	-8	-3	-1	0.1	0	-2
38	CSc1nsc(SCC(=O)Nc2cc(C(=O)O)ccc2C)n1	1.9	-18	-1	-11	0	19	0.2	-3	-11
39	CC(NC(=O)Cn1cc(C(F)(F)F)ccc1=O)c1ccc(F)cc1 (stereo not drawn)	0.4	-4	-2	-14	-1	6	0.0	3	1
40	COc1ccc(CCNC(=O)C2c3ccccc3C(=O)N2CCC(C)C)cc1OC (stereo not drawn)	-0.2	-2	1	75*	1	12	0.1	0	-18
41	Cc1ccccc1C(=O)Nc1cc(S(=O)(=O)N2CCCCC2)ccc1N1CCN(C)CC1	-1.4	5	2	5	0	14	-0.1	1	7
42	Cc1ccc2cc(CN(CCCN3CCOCC3)C(=O)NC3CCCCC3)c(=O)[nH]c2c1C	-1.4	-9	2	0	-3	9	0.3	4	-12
43	C/C(=N/Nc1nc(C)cc(-c2ccccc2)n1)c1ccco1	-0.2	-4	-4	15	-1	13	-0.1	8	7
44	O=C(OCc1ccc(F)cc1)c1ccc2c(c1)-c1ccccc1C2=O	-0.8	2	-1	-8	-4	34	0.1	-3	-3
45	COc1ccc(C2=NOC(C)(c3nnc(-c4ccncc4)o3)C2)cc1 (stereo not drawn)	-2.7	-1	1	-11	-2	-2	0.0	-2	-3
46	CC(=O)N[C@H]1[C@H]([C@H](O)[C@H](O)CO)OC(C(=O)O)=C[C@@H]1O	0.9	-15	-2	-2	-5	10	-0.2	-3	3
47	Cc1onc(-c2ccccc2)c1C(=O)Nc1ncc([N+](=O)[O-])s1	0.3	4	4	0	2	-7	-0.3	5	-17
48	COc1ccc(/C=C(\NC(=O)c2cccs2)C(=O)Nc2ccccc2C)cc1OC	0.0	0	-2	25	-1	-30	0.1	0	1
49	Cc1cc(N2CCOCC2)ccc1/C=C1\NC(=O)N(CC(=O)Nc2ccccc2C)C1=O	-1.0	-4	-1	12	-1	8	0.0	0	42*
50	CCOc1ccc(/C(O)=C2/C(=O)C(=O)N(CCN(C)C)C2c2ccccc2)cc1Cl (stereo not drawn)	1.7	-11	-2	-12	1	8	8.9*	-4	-6
51	CC1CC(C)CN(C(=O)CNC(=O)c2ccc3ccccc3c2)C1 (stereo not drawn)	0.4	0	0	-5	-2	6	-0.1	0	-7
52	N#CCNC(=O)c1cccn1-c1ncc(C(F)(F)F)cc1Cl	2.0	-5	1	6	-3	-2	-0.2	-2	-7
53	Cc1ccc(F)cc1NC(=O)N1CCN(c2ccnc3cc(Cl)ccc23)CC1	1.6	2	0	5	-4	-5	-0.2	0	12
54	Cc1nn(-c2ccccc2)c(N2CCCC2)c1/C=N/NC(=S)Nc1ccccc1F	3.0	14	-1	3	0	11	-0.2	0	20
55	Cc1cccc(CN2CCN(C(=O)CCc3nnc(C4CCCCC4)o3)CC2)c1	-4.5	5	1	-10	0	12	0.4	0	-7
56	O=C(NCCCN1CCOCC1)c1ccc(S(=O)(=O)Nc2ccccc2)cc1	-0.1	1	2	-11	5	7	0.1	3	-7
57	O=C(Oc1cc(=O)oc2ccccc12)c1ccccc1	1.4	3	0	6	-7	3	-0.1	-3	1
58	CC(C)c1ccc(NC(=O)C2CCCCC2C(=O)O)cc1 (stereo not drawn)	-2.3	3	0	4	-3	-6	0.0	-3	4
59	CCCN1C(=O)/C(=C/c2nc3ccccc3c(=O)[nH]2)c2cc(C)ccc21	1.0	4	0	-2	4	5	0.1	-4	1
60	CCOc1ccc(CSC(CC(=O)O)C(=O)O)cc1 (stereo not drawn)	2.1	-1	-1	-12	-2	0	0.1	-1	-2
61	Cc1cc(C)cc(NC(=O)COC(=O)CNC(=O)C2CCCCC2)c1	1.5	x	x	7	-1	7	0.0	x	x
62	O=C(Oc1ccccc1/C=C\C(=O)c1cc2ccccc2o1)c1cccc(F)c1	1.9	1	1	-8	5	-6	0.0	7	2
63	CCc1ccc(-c2nc(NC(=O)c3ccc(OCC(=O)Nc4ccc(F)cc4)c(OC)c3)sc2C)cc1	-1.8	27	-1	9	-3	0	-0.1	0	13
64	C[C@H](NC(=O)C1CCN(S(=O)(=O)c2ccccc2)CC1)C(=O)NCc1cccc(C(F)(F)F)c1	0.4	-3	0	8	0	1	0.0	0	13
65	O=C(Nc1ccc2ccccc2c1)c1ccccc1O	2.2	-1	0	-9	3	8	-0.2	3	6
66	CO[C@H]1C=CO[C@@]2(C)Oc3c(C)c(O)c4c(O)c(c5c(c4c3C2=O)NC2(CCN(CC(C)C)CC2)N=5)=NC(=O)C(C)=CC=C[C@H](C)[C@H](O)[C@@H](C)[C@@H](O)[C@@H](C)[C@H](OC(C)=O)[C@@H]1C	4.0	-37	1	8	-2	-2	0.2	4	-5
67	Cc1oc(-c2cc(F)ccc2F)nc1CN1CCC(C(=O)N2CCOCC2)CC1	0.1	-1	1	5	1	3	0.0	0	-2
68	CC(C)(C)N1CC(c2nc3ccccc3n2CCOc2ccccc2)CC1=O (stereo not drawn)	3.8	1	0	-7	1	7	0.3	0	-13
69	CC(C)CN1CCNC(=O)C1CC(=O)NCc1cnn(-c2cccc(F)c2)c1 (stereo not drawn)	-0.7	-2	-5	-7	-2	9	0.1	1	0
70	CCCn1c(SCC(=O)Nc2ccccc2CC)nnc1C(C)C	-1.7	-2	-2	-10	-4	1	0.0	-2	-1
